Bioassay records deposited in PubChem BioAssay by several laboratories.
Mtb RmlCD inh: inhibitors of Mycobacterium tuberculosis RmlC and RmlD coupled enzymes; RmlC+RmlD coupled enzyme assay, percent inhibition; primary screen in compound mixtures; inhibition, % at 3.6 µM; 160,000 tested, 0.03% active; in the data active means inhibition mostly above about 34%, no sharp cut-off; further: some results filed as inactive read as strong as hits
Target sequence (P9WH09 whole entry, looked up): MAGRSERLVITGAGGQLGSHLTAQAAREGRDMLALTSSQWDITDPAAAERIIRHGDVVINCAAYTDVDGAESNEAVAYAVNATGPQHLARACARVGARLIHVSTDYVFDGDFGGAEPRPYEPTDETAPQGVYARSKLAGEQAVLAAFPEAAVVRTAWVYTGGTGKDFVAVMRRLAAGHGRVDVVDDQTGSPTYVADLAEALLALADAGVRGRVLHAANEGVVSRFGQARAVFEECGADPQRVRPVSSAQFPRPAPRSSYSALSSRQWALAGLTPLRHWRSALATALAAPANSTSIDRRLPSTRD
Target sequence (P9WH11 whole entry, looked up): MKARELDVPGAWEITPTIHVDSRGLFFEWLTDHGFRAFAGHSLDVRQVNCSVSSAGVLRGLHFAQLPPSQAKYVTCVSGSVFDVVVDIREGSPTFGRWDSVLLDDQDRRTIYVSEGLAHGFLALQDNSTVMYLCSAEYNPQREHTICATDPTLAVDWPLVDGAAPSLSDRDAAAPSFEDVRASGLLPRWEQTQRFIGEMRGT
GlmU inhibition: inhibition of mycobacterial GlmU enzyme – biochemical, glucosamine-1-phosphate acetyltransferase (AID 1376); M. tuberculosis GlmU acetyltransferase enzyme assay; higher % means a stronger effect; inhibition, %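 (tested at 30 µM in the primary screen)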; hits with a dose series show IC50 in µM; 220,000 tested, 0.25% active; in the data active means inhibition above about 13%;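 further: 0% = complete reaction with vehicle and 100% = reaction without substrate; strong numbers were not always called active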
Starred values were filed as active, the others as inactive; . = not tested or not shown.

Screens in order: Mtb RmlCD inh	GlmU inhibition
O=C(CC1Nc2cccc3cccc(c23)NC1=O)Nc1ccc(F)cc1 (stereo unspecified)
 : 26.0	1.6%
Cc1ncc(S(=O)(=O)c2ccccc2)c(-c2ccccc2)n1
 : 78.9	2.2%
O=C(Nc1nnc(C2CC2)s1)C1CCCCN1S(=O)(=O)c1ccccc1 (stereo unspecified)
 : -8.4	-5.5%
C=CCn1c(NCc2c[nH]c3ccccc23)nc2ccccc21
 : .	-0.7%
CCCCN(CCCC)Cc1ccc(C(=O)NNC(=O)Nc2ccc(Cl)cc2)o1
 : .	-8.7%
COc1ccccc1C1=NC(c2ccc(F)cc2)N=C1C (stereo unspecified)
 : 5.9	-1.6%
CCOC(=O)/C(N=O)=C(\O)C1CCN(C(=O)OCC)CC1
 : -4.1	2.9%
CCOc1ccc(CN(C(=O)c2oc3cc(C)ccc3c2C)C2CCS(=O)(=O)C2)cc1 (stereo unspecified)
 : 6.4	4.2%
COc1ccccc1C(=O)Oc1cc(N)n(S(=O)(=O)c2ccccc2)n1
 : 1.3	-3.5%
Cc1ccccc1NC(=O)Cn1c(C)nc2ccc(N)cc2c1=O
 : -5.7	1.5%
CC(=O)N1CCN(C(=O)CSc2nc3c(cnn3-c3ccccc3)c(=O)[nH]2)CC1
 : 1.4	-3.1%
Cn1nnnc1SCC(=O)Nc1cc(C(=O)O)cc(C(=O)O)c1
 : -6.9	1.1%
COc1ccc(Cl)cc1Nc1ncnc2sc(C)c(S(=O)(=O)N3CCC(C)CC3)c12
 : -5.5	7.1%
CCC(C)N1C(=O)S/C(=C/c2ccc(N3CCOCC3)cc2C)C1=O (stereo unspecified)
 : 4.2	3.1%
CCCN(CC1CC1)C(=O)COC(=O)c1[nH]c(C)c(C(=O)OCC)c1C
 : 7.1	-2.1%
CCNC(=O)C1CC(=O)N(c2ccc(OCC)cc2)C1 (stereo unspecified)
 : 17.1	3.2%
CN(C)C(CNc1ncnc2sc3c(c12)CCCC3)c1ccco1 (stereo unspecified)
 : -0.5	-3.1%
CC1=C(C(=O)Nc2ccc(Cl)cc2)C(c2ccco2)NC(=O)N1 (stereo unspecified)
 : -3.5	3.1%
Cc1cccc(-c2nc(CN3CCCC(C(=O)NC4CCC(C)CC4)C3)c(C)o2)c1 (stereo unspecified)
 : 13.9	-3.3%
O=C(Cn1c(CN2CCCCC2)nc2ccccc2c1=O)Nc1ccccc1
 : 1.8	0.2%
Cc1cc(OCc2ccc(C(=O)n3cccn3)o2)ccc1Cl
 : .	0.0%
COc1cccc(CN2C(=O)Nc3ccccc3C(=O)N2C(C)(C)C)c1
 : -7.5	4.4%
N#Cc1ccc(OCC(=O)n2cc(C(=O)c3cc(Cl)cc(Cl)c3O)cn2)cc1
 : .	4.0%
Nc1[nH]c(N=NC(=O)c2ccc(Cl)cc2)c2ccccc12
 : -6.7	-0.8%
C/C(=N\Nc1ccc(C(=O)O)cc1)c1ccc2c(c1)Nc1ccccc1S2
 : 3.8	6.5%
COc1ccc(Cl)cc1NC(=O)C1CCCO1 (stereo unspecified)
 : -7.0	-6.0%
COc1ccc(N2CCN(CCCNS(=O)(=O)c3c(C)noc3/C=C/N(C)C)CC2)cc1
 : -6.6	-3.1%
COc1ccccc1-c1c(NC(=O)C(C)C)n(C)c2ccccc2c1=O
 : 15.0	0.0%
CCc1n[nH]c(=S)n1N=C1CCC(C)CC1 (stereo unspecified)
 : 8.3	5.9%
COCCN=C1NC(=O)C(CC(=O)Nc2cccc(Cl)c2C)S1 (stereo unspecified)
 : -0.3	-2.7%
O=c1c2ccccc2nc(-c2cccs2)n1-c1cnccn1
 : 2.8	-1.1%
CCSc1nc(O)c(CC)c(=O)n1C(C)CC (stereo unspecified)
 : 6.7	0.9%
N#Cc1ccccc1OCC(=O)C1CC1
 : 9.1	5.7%
CC(=O)N1N=C(c2ccco2)CC1c1cc2cc(C)ccc2nc1Cl (stereo unspecified)
 : -7.2	6.3%
O=C(c1csc2ccccc12)N1CCCCCC1
 : -6.2	-0.1%
Cc1ccc(-c2cc(C(=O)N3N=C(C(F)F)CC3(O)C(F)F)c3ccccc3n2)cc1C (stereo unspecified)
 : 102.6	0.5%
c1ccc2c(c1)Cn1nnnc1-2
 : -5.8	-1.4%
OCCCC1CCCN(Cc2cn[nH]c2-c2ccc(F)cc2F)C1 (stereo unspecified)
 : -3.6	1.4%
CSc1nnc2c3c4c(sc3nc(-n3nc(C)cc3C)n12)COC(C)(C)C4
 : -5.8	-3.5%
CCc1ccc(N2CC(C(=O)OC)CC2=O)cc1 (stereo unspecified)
 : 1.8	1.3%
Cc1cc([N+](=O)[O-])nn1CCC(=O)NC1CCCCCC1
 : -8.7	6.6%
Cc1cnc(C)c(N2CCN(Cc3cn(C)nc3-c3cccc(Cl)c3)CC2)n1
 : 1.9	1.7%
CSCCCNC(=S)Nc1ccc(N2CCOCC2)cc1N1CCOCC1
 : 94.0	5.3%
CCN(CC)CCn1c(NC(=O)c2ccc(Cl)cc2)nc2ccccc21
 : -10.1	1.3%
Cc1ccc(/C=C/C(=O)N2CCCN(C(=O)/C=C/c3ccc(C)cc3)CC2)cc1
 : 80.1	-8.4%
COc1cccc(N2[C@@H](CC(=O)O)c3cc(C(F)(F)F)ccc3S2(=O)=O)c1
 : .	7.9%
COCOc1ccc(-c2cc(=O)c3c(O)cc(OCOC)cc3o2)cc1
 : .	-4.3%
O=C1NC(c2ccncc2)Nc2sc3c(c21)CCCC3 (stereo unspecified)
 : -25.8	-0.3%
CC1=C(C(=O)Nc2ccccc2)C(c2cc(CN3CCOCC3)cs2)C2=C(CCCC2=O)N1 (stereo unspecified)
 : 2.2	-4.1%
O=C(/C=C1\SC(=O)NC1=O)Nc1ccc(C(=O)O)cc1
 : -6.0	-3.7%
COc1ccc([N+](=O)[O-])cc1NC(=O)C1CCCCC1C(=O)O (stereo unspecified)
 : -9.2	1.8%
CCOC(=O)N1CCN(c2nc(N(c3ccccc3)c3ccccc3)nc(-n3ccnc3)n2)CC1
 : 9.1	2.3%
NC(=O)CSc1nnc(-c2cccnc2)n1Cc1ccccc1
 : .	-0.2%
O=C(Cn1cc(C(F)(F)F)cc(Cl)c1=O)NCCc1ccc(Cl)cc1Cl
 : 44.0	-1.5%
Cc1cc(NC(=O)CSc2nc3c(c(=O)n2-c2ccccc2)SC(C)C3)no1 (stereo unspecified)
 : -2.8	4.1%
Cc1ccc(C)c(N(C(=O)Cn2nnc(-c3cccs3)n2)C(C(=O)NC2CCCC2)c2ccncc2)c1 (stereo unspecified)
 : .	0.7%
C=CCN1N=C(/C=C/c2ccccc2)CCC1=O
 : 10.9	2.9%
COc1ccc(/C=N/S(=O)(=O)c2cccs2)cc1
 : 6.5	.
COc1ccc(S(=O)(=O)N2CCN(C(=O)COc3ccccc3)CC2)cc1
 : -36.9	-0.3%
CC1CCN(C(=O)c2ccc3c(c2)OCCO3)CC1
 : .	-1.0%

Entries of single compounds from above. Order of screens: Mtb RmlCD inh | GlmU inhibition
CCc1n[nH]c(=S)n1N=C1CCC(C)CC1 (stereo unspecified) in the list: 8.3 | 5.9%
O=C(Cn1c(CN2CCCCC2)nc2ccccc2c1=O)Nc1ccccc1 in the list: 1.8 | 0.2%

Carrying on:
Screens in order: Mtb RmlCD inh	GlmU inhibition
COc1cccc(CNC(=O)CCNC(=O)Cn2ccc3ccccc3c2=O)c1
 : .	-0.9%
Cc1cc2nc3c(=O)n(C4CCCCC4)c(=O)[nH]c3nc2cc1N
 : -10.8	2.4%
O=C(CCC(=O)Nc1ccccc1)N/N=C/c1ccccc1F
 : 5.3	1.9%
Cc1ccc(-c2cn(S(=O)(=O)c3cccc4nsnc34)nc2N)cc1
 : -9.1	7.8%
CCc1nc(SCC(=O)Nc2sc(C)c(C)c2C(=O)OC)c2ccccc2n1
 : .	4.1%
COc1ccc(CNc2cc(C)nc3ncnn23)c(OC)c1
 : .	0.3%
Clc1ccc(-c2nnc(-c3ccccc3)c(-c3ccccc3)n2)cc1
 : -11.3	-0.1%
CC(C)CNC(=O)[C@H](Cc1ccccc1)NC(=O)c1ccco1
 : 18.3	1.1%
Cc1c(Cl)cccc1NC(=O)CNCc1ccccc1F
 : .	-2.4%
CCCN(CCC)c1ccc(/C=N/NC(=O)CN2CCOCC2)cc1
 : 2.5	-2.2%
O=C(NC1CCN(C(=O)N2c3ccccc3Sc3ccccc32)CC1)c1ccco1
 : -11.8	-1.5%
CCOC(=O)c1ccc2c(c1)nc(SCC(=O)c1cc3ccccc3o1)n2CC
 : 17.2	-8.6%
O=P(CCCCCCCCCP(=O)(c1ccccc1)c1ccccc1)(c1ccccc1)c1ccccc1
 : -12.5	6.5%
OCCCn1c(CCNc2nc(-c3ccc(F)cc3)cs2)nc2cc(C(F)(F)F)ccc21
 : .	4.1%
Cc1cc(=O)c2c(C)nn(-c3ccccc3)c2[nH]1
 : 5.0	-3.5%
CCOC(=O)c1sc(=S)n(-c2ccccc2Cl)c1C
 : 49.4	-4.7%
O=C(Cn1nnc2ccccc2c1=O)NCCc1ccc(F)cc1
 : 21.1	-1.4%
COc1ccc(CCNC(=O)CCCn2c(SCC#N)nc3ccccc3c2=O)cc1OC
 : .	-5.4%
O=C(Nc1ccc(F)cc1F)c1cccnc1
 : -1.4	0.6%
CCN(CC)c1nc(-c2ccccc2)ncc1S(=O)(=O)c1ccc(C)cc1
 : -14.4	-0.8%
Cc1[nH]n(-c2ccccc2)c(=O)c1C(c1ccc([N+](=O)[O-])cc1)c1c(C)[nH]n(-c2ccccc2)c1=O
 : 4.9	-1.5%
C1CCCC(N2CCNCC2)CC1
 : .	5.2%
Cc1cc(NC(=O)CN2CCN(c3ncccn3)CC2)no1
 : 10.7	-3.9%
Cc1ccc(C(=O)NC2CC(C)(C)NC(C)(C)C2)c(C)c1
 : .	5.1%
Cc1cc(/C=c2/sc3nc4ccccc4n3c2=O)c(C)n1-c1ccccn1
 : .	6.9%
O=C(CSc1ccc(-c2ccco2)nn1)NC1CCCCC1
 : 0.4	.
CCOc1ccc(OCC)c(-c2c(=O)n(OCc3ccccc3C(=O)OC)c3ccccc3[n+]2[O-])c1
 : 5.6	5.0%
O=c1c2sc(-c3ccccc3)cc2nc2n1CCC2
 : -1.3	2.2%
CCCSC1=C(C#N)C2(CCCCC2)C(C#N)=C(N)N1
 : 7.6	-6.9%
CC(=O)c1ccc(OCCCC(=O)NC2=NCCS2)cc1
 : .	1.0%
CCOC(=O)c1ccccc1Nc1cc(C)nc2nc(C)nn12
 : -5.0	0.1%
Clc1ccccc1CONc1ncnc2nonc12
 : 4.1	3.5%
O=C(Cc1cccs1)N1CCN=C1SCc1ccccc1F
 : .	2.5%
Cc1cc(NC(=O)CSc2nnc(-c3ccc(Br)o3)n2Cc2ccccc2)no1
 : -2.8	2.1%
C#CCOCCOCCOCCNc1nc(N2CCN(C(=O)[C@H]([C@@H](C)CC)n3cc([C@@H](N)CC(C)C)nn3)CC2)nc(N2CCN(C(=O)[C@H](Cc3ccc(O)cc3)n3cc([C@@H](N)C(C)CC)nn3)CC2)n1 (stereo partly specified)
 : .	-7.3%
Clc1cccc(-c2ccc(/C=N/n3cnnc3)o2)c1Cl
 : -6.6	6.5%
CCC1CCC(C(=O)NC(CCSC)C(=O)NCCN(CC(C)C)CC(C)C)CC1 (stereo unspecified)
 : 2.2	7.2%
Nc1nc(Sc2ncccc2[N+](=O)[O-])n[nH]1
 : 10.4	6.1%
CCN(CC)CCN(Cc1cc2cc3c(cc2[nH]c1=O)OCO3)C(=S)NCC1CCCO1 (stereo unspecified)
 : 8.9	-2.9%
O=C1CC(c2ccc(F)c(Br)c2)C2=C(CCCC2=O)N1 (stereo unspecified)
 : -7.2	2.3%

Entries listed so far with a COOH group:
Screens in order: Mtb RmlCD inh	GlmU inhibition
Cn1nnnc1SCC(=O)Nc1cc(C(=O)O)cc(C(=O)O)c1
 : -6.9	1.1%
C/C(=N\Nc1ccc(C(=O)O)cc1)c1ccc2c(c1)Nc1ccccc1S2
 : 3.8	6.5%
COc1cccc(N2[C@@H](CC(=O)O)c3cc(C(F)(F)F)ccc3S2(=O)=O)c1
 : .	7.9%
O=C(/C=C1\SC(=O)NC1=O)Nc1ccc(C(=O)O)cc1
 : -6.0	-3.7%
COc1ccc([N+](=O)[O-])cc1NC(=O)C1CCCCC1C(=O)O (stereo unspecified)
 : -9.2	1.8%

(more compounds)
Screens in order: Mtb RmlCD inh	GlmU inhibition
Clc1cnc(Oc2ccc(Oc3ncc(Cl)cc3Cl)cc2)c(Cl)c1
 : 1.9	-4.2%
NNC(=O)c1sccc1OCc1ccc(F)cc1
 : 30.0	7.7%
CC(C)(C)NS(=O)(=O)c1ccc(CCC(=O)N2CCCC2)cc1
 : -6.0	3.6%
Cc1ccc(C(=O)O)cc1Nc1ncnc2sc3c(c12)CCC3
 : .	1.0%
CCOC(=O)c1sc(Nc2nc3c(OC)cccc3s2)nc1C
 : 73.8*	1.3%
Cc1ccc(C(=O)N2c3ccccc3N(Cc3ccccc3)C(=O)C2(C)C)cc1
 : .	3.1%
CCNCc1cc2cc(C)ccc2[nH]c1=O
 : 2.1	-2.4%
CCOC(=O)C(NC(=O)c1ccccc1)=C1CCCCC1
 : .	-2.3%
CCCc1cc(C(=O)Nc2sc(C)c(CC)c2C#N)no1
 : -6.1	.
COC(=O)/C=C1\S/C(=N/N=C/c2ccc(Cl)cc2)NC1=O
 : 7.5	-1.3%

Not all compounds are listed. The share of hits here may be higher or lower than overall.
